Screening results: PubChem BioAssay, several laboratories
GPR35 antagonists – GPR35 antagonists blocking zaprinast-driven arrestin recruitment, primary screen, imaging, U2OS, beta-arrestin-GFP, zaprinast agonist (AID 2058); U2OS GPR35 beta-arrestin-GFP translocation imaging, zaprinast antagonism; higher % means a stronger effect; one-dose inhibition, % at 10 µM; IC50 in µM for titrated hits; actives 0.052% (n = 290,000);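 active = inhibition of at least 50% with at least 30 cells and total cytoplasm GFP at most 10,000,000; inconclusive = under 30 cells or total GFP of 10,000,000 plus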
AID2073 – inhibitors of Mint1-CaV2.2 protein interaction, biochemical, HTRF (AID 2073); inhibition, % at 20 µM; hits with a dose series show IC50 in µM; actives 0.19% (n = 290,000); HTRF protein-protein interaction, Mint1-CaV2.2; higher % means a stronger effect; in the data active = inhibition mostly above about 51%, no sharp cut-off; inconclusive = no clear call, values can overlap the other calls; inactive = mostly below about 53%; also: some results filed as inactive read as strong as hits
Yfh1-depleted yeast – mitochondrial function rescue without frataxin homolog – Friedreich's ataxia, plus single-dose screen, dose response (AID 1465); S. cerevisiae Yfh1-off respiration, WST-1 reduction, 72 h; higher fold induction means a stronger effect; actives 0.074% (n = 220,000); fold induction at 50 µM; hits with a dose series show EC50 in µM;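 active = fold induction of absorbance versus untreated yeast above a set limit, then at least 30% activation at any dose in follow-up; inconclusive = repeats straddling the limit, or above it without dose testing; inactive = fold induction below the set limit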;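 also: activators that raise dye reduction in frataxin-depleted yeast; strong numbers were not always called active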
Dengue-2 NS5 capping – flavivirus cap methylation enzyme inhibition – biochemical, confirmation dose response, primary screen (AID 588689). Dengue-2 NS5 methyltransferase capping enzyme assay, biochemical; higher % means a stronger effect. inhibition, % at 25 µM; hits with a dose series show IC50 in µM. actives 0.3% (n = 340,000); in the data active = a potency from the dose series; inconclusive = inhibition above about 29% without an active follow-up result
GPR55 LPI antagonism – inhibition of LPI-stimulated GPR55 beta-arrestin translocation – imaging, U2OS, beta-arrestin-GFP, LPI agonist, primary screen (AID 2013); actives 0.13% (n = 290,000); U2OS GPR55 beta-arrestin-GFP translocation imaging, LPI antagonism; higher % means a stronger effect; one-dose inhibition, % at 10 µM; IC50 in µM for titrated hits;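 active = spots per cell inhibited over 60%, with over 100 cells counted and total cytoplasm intensity under 500,000; inconclusive = wells with under 100 cells, flagged as likely toxic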;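 also: U2OS cells stably carrying GPR55 and arrestin-GFP stimulated by 5 µM LPI near EC80; imaged beta-arrestin-GFP aggregate spots per cell after agonist stimulation; plate controls were LPI-stimulated DMSO wells for no effect and DMSO wells without LPI for full effect; some results filed as inactive read as strong as hits; confirmed hits need IC50 under 10 µM and bright autofluorescent wells are also inconclusive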
NTR1 agonist – NTR1-driven beta-arrestin-GFP spot formation – imaging, U2OS cells, high content, primary screen (AID 493036); P30989; agonist mode; activation, % at 20 µM; actives 0.17% (n = 330,000);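 active = activation at or above 40% of the spot to cytoplasm intensity ratio, with at least 20 cells analyzed; inconclusive = wells under 20 cells, flagged as cytotoxic or low count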;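 also: 0% = DMSO without peptide and 100% = 100 nM NTR1 peptide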
Target sequence (P30989 whole entry, looked up): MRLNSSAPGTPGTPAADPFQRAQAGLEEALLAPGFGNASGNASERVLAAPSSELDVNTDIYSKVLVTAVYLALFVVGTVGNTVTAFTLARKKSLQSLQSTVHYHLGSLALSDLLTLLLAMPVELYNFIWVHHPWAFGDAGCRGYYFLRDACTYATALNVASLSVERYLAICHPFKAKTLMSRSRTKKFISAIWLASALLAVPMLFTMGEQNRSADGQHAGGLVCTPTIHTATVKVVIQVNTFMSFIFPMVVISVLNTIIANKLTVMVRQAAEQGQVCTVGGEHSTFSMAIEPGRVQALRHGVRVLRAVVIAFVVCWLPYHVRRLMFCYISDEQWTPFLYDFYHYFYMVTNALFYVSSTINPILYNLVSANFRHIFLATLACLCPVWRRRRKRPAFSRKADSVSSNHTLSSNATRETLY
Large T inhibition – TAg ATPase/helicase activity blockers – biochemical (AID 1903). SV40 large T antigen ATPase/helicase inhibition assay; higher % means a stronger effect. one-dose inhibition, % at 20 µM; IC50 in µM for titrated hits. actives 0.39% (n = 310,000); in the data active = a potency from the dose series; inconclusive = inhibition mostly from about 32% at the one dose, without a potency; inactive = the rest, 99 in 100 with inhibition below about 32%; also: strong numbers were not always called active
GPR55 activation – GPR55 agonists via beta-arrestin recruitment, primary screen, imaging, U2OS cells, beta-arrestin-GFP redistribution (AID 1961); U2OS GPR55 beta-arrestin-GFP redistribution imaging; higher % means a stronger effect; activation, % at 10 µM, or EC50 in µM where a hit was titrated; actives 0.048% (n = 290,000);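 active = activation above 40% with more than 50 cells counted in the well; inconclusive = wells holding fewer than 50 cells, flagged as toxic or sparse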;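 also: U2OS osteosarcoma cells stably expressing GPR55 and beta-arrestin-GFP; plate controls were DMSO negative control for no effect and LPI positive control for full effect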
MgcRacGAP inhibition – MgcRacGAP GTPase-activating activity inhibitors, confirmation, biochemical, ADP Hunter fluorescence; MgcRacGAP-stimulated Rac1 GTP hydrolysis, ADP Hunter fluorescence; higher % means a stronger effect; GST-tagged Rac1 F28L mutant substrate; inhibition, % at 30 µM; hits with a dose series show IC50 in µM; actives 0.6% (n = 340,000);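 active = first-screen hits whose inhibition reached a set limit at any dose in the follow-up dose series; inconclusive = inhibition above the set first-screen limit but never retested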;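 also: fluorescence reports GDP produced by GAP-driven GTP hydrolysis; strong numbers were not always called active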
NTR1 agonist cell count 20 µM – recorded beside NTR1 agonist, whose call it bears; cell count; measured here: cell count, cytotoxicity flag
Dengue-2 NS5 capping pilot replicate – further read-out of Dengue-2 NS5 capping, marked with its call; inhibition, %; measured here: pilot screen replicate inhibition
* hit, by the source's call; i = inactive; ? = inconclusive; · = not tested or not shown.

SMILES	GPR35 antagonists	AID2073	Yfh1-depleted yeast	Dengue-2 NS5 capping	GPR55 LPI antagonism	NTR1 agonist	NTR1 agonist cell count 20 µM	Large T inhibition	GPR55 activation	MgcRacGAP inhibition	others
CCCOc1ccc(C(=O)N2CCCC2C(=O)O)cc1 (stereo not drawn)	6%	-3%	i	-4%	2%	-0.2	69	-13%	-0.2%	1%
CCc1nnc(NC(=O)CCc2ccccc2OC)s1	-5%	-2%	·	-2%	6%	-1.1	49	8%	-0.2%	-1%
CCOc1ccc(C(=O)Nc2ccc(Cc3ccncc3)cc2)cc1Br	-13%	16%	i	-1%	10%	5.9	55	24%	-0.3%	3%
CC(=O)c1cccc(CN2CCC(n3nccc3NC(=O)CCc3ccccc3)CC2)c1	1%	3%	·	1%	5%	0.6	62	6%	0.2%	5%
COc1ccc(NS(=O)(=O)c2ccc(N3CCCC3)c(NC(=S)Nc3cccc(C)c3C)c2)cc1	10%	-19%	i	11%	10%	3.1	45	19%	0.1%	6%
CCc1cc(=O)oc2cc(OCC(=O)NCCN3CCOCC3)c(Cl)cc12	20%	16%	·	-5%	6%	-2.0	65	-3%	-0.1%	0%
COc1ccc(N2CC(C(=O)N/N=C/c3ccc(C)cc3)CC2=O)cc1 (stereo not drawn)	7%	-8%	i	-2%	-31%	0.9	102	6%	0.1%	15%
O=C(CN1CCN(c2ccc(O)cc2)CC1)NC(c1ccccc1)c1ccccc1	1%	-20%	i	3%	-1%	1.4	82	?	-0.3%	?
CCCOC(=O)c1ccc(NC(=O)C(CC)CC)cc1	-2%	-6%	i	-4%	5%	-0.6	71	3%	0.0%	2%
O=C1CN(C(=S)NC(=O)c2ccccc2[N+](=O)[O-])CCN1	8%	-13%	·	12%	6%	-0.3	57	4%	-0.1%	3%
O=C(Nn1cnnc1)c1ccc(F)cc1	-8%	2%	·	2%	-9%	-1.1	93	7%	-0.1%	6%
Cc1cccc(S(=O)(=O)Nc2ccc(-n3c(C)nc4ccccc4c3=O)cc2)c1	·	·	·	-6%	·	0.6	48	6%	·	1%
Cc1cccc(NC(=S)NCCO)c1C	-1%	-15%	i	2%	-4%	-0.5	47	10%	-0.8%	2%
CCOc1cccc(-c2c(C(=O)N/N=C(\C)c3ccncc3)nnn2-c2nonc2N)c1	-11%	-2%	·	3%	7%	1.9	67	7%	0.0%	7%
CC(C)CNC(=O)COc1cccc(C(=O)NCc2ccccc2)c1	2%	-8%	i	-7%	9%	-2.0	87	7%	-0.2%	-5%
Cc1ccc(/C=N/NC(=O)c2nnn(-c3nonc3N)c2CN(C)c2ccccc2)s1	-11%	13%	·	-9%	11%	4.7	66	6%	-0.1%	-4%
COCCN(CC(=O)Nc1ccccc1)S(=O)(=O)c1ccc(S(=O)(=O)N2CCCC2)cc1	-5%	18%	i	-5%	3%	-0.5	76	5%	-0.1%	8%
Cc1ccc(C(c2nnnn2C2CCCC2)N2CCN(c3nc4ccccc4s3)CC2)cc1 (stereo not drawn)	·	·	i	-1%	·	1.1	66	·	·	5%
COc1cccc(/C=C/c2ccc3cccc(O)c3n2)c1OC	-1%	36%	·	1%	-1%	27	72	5%	-0.1%	4%
COc1ccc(C(C(=O)NCC2CCCO2)N(C(=O)Cn2nnc3ccccc32)c2ccc(NC(C)=O)cc2)cc1 (stereo not drawn)	5%	9%	·	-3%	8%	0.9	47	4%	-0.1%	13%

Reprinted at random: 2 records from the list.
SMILES	GPR35 antagonists	AID2073	Yfh1-depleted yeast	Dengue-2 NS5 capping	GPR55 LPI antagonism	NTR1 agonist	NTR1 agonist cell count 20 µM	Large T inhibition	GPR55 activation	MgcRacGAP inhibition	others
Cc1cccc(S(=O)(=O)Nc2ccc(-n3c(C)nc4ccccc4c3=O)cc2)c1	·	·	·	-6%	·	0.6	48	6%	·	1%
CCCOc1ccc(C(=O)N2CCCC2C(=O)O)cc1 (stereo not drawn)	6%	-3%	i	-4%	2%	-0.2	69	-13%	-0.2%	1%

(next part)
SMILES	GPR35 antagonists	AID2073	Yfh1-depleted yeast	Dengue-2 NS5 capping	GPR55 LPI antagonism	NTR1 agonist	NTR1 agonist cell count 20 µM	Large T inhibition	GPR55 activation	MgcRacGAP inhibition	others
COc1ccc(S(=O)(=O)Nc2nnc(C)s2)cc1	12%	4%	i	7%	0%	0.3	82	-2%	-0.1%	3%
C1=Cc2ccccc2Nc2ccccc21	4%	-31%	i	4%	0%	-0.2	69	14µM*	0.4%	15µM*
O=C(c1ccc2c(c1)OCO2)N1CCN(c2ccc(Cl)cc2)CC1	-1%	-4%	i	-1%	-7%	1.5	40	2%	-0.2%	5%
CC1(C)CC(=O)c2cc(N=C/C(C(=O)c3ccccc3)=C(\O)c3ccccc3)c(=O)oc2C1	7%	20%	i	-2%	6%	6.5	37	24%	-0.1%	13%
O=C(NN1C(=O)c2ccccc2NC1c1ccco1)c1ccc([N+](=O)[O-])cc1 (stereo not drawn)	15%	8%	i	4%	6%	-0.5	50	6%	0.3%	0%
Cc1ccc(C)c(NC(=O)CN(C)C(=O)c2cccc(-n3cccc3)c2)c1	·	·	·	-2%	·	-1.0	50	18%	·	17%
CN(C)C(=O)CSc1nnc(CCNC(=O)OC(C)(C)C)o1	6%	-4%	i	4%	2%	-0.8	91	19%	-0.1%	4%	Dengue-2 NS5 capping pilot replicate=-2.6
CNC(=O)NC(=O)C(OC(=O)Cc1cccc(C(F)(F)F)c1)c1ccccc1 (stereo not drawn)	11%	17%	·	12%	12%	1.4	57	10%	0.0%	-2%
COc1ccc(-c2nnc(SCC(=O)NC3CCCc4ccccc43)n2N)cc1 (stereo not drawn)	6%	-5%	i	-1%	15%	0.1	72	9%	-0.2%	2%
COc1ccc(Nc2nc3ccccc3nc2NS(=O)(=O)c2cccs2)c(OC)c1	-2%	19%	i	?	4%	5.4	42	8%	6.0%	-6%
COc1ccccc1NC(=O)N1CCN(c2ccccc2F)CC1	-9%	0%	i	-9%	2%	-2.2	71	-3%	-0.1%	-6%
Cc1ccc(S(=O)(=O)C2(C(=O)NC3CCCCC3C)CC2)cc1 (stereo not drawn)	2%	27%	i	-5%	14%	0.4	54	5%	0.3%	10%
Cc1ccc2c(=O)[nH]c(Nc3nc(C)cc(-c4ccccc4)n3)nc2c1	-12%	10%	i	-7%	11%	16	46	15%	0.6%	7%
OCCOCCn1c2ccccc2c2ccccc21	12%	-11%	i	0%	3%	1.6	59	1%	-0.2%	11%
CCOC(=O)c1[nH]c2ccc(OC)cc2c1NC(=O)CCN1CCC(C)CC1	-1%	15%	i	·	10%	-0.1	56	2%	0.2%	·
O=C(Nc1ccc(S(=O)(=O)Nc2nccs2)cc1)C1=NN(c2ccccc2)C(=O)CC1	7%	30%	i	-4%	3%	1.4	50	9%	-0.1%	18%
COC(=O)c1sccc1OCc1cccc(OC)c1	-8%	18%	i	·	-6%	-1.4	92	6%	0.3%	1%
COCCOC1CCN(C(=O)C2CCC(=O)N(Cc3cccc(F)c3)C2)CC1 (stereo not drawn)	-8%	7%	·	-9%	-30%	3.3	58	9%	-0.1%	-14%
O=C(c1cnsn1)N1CCC(CO)(Cc2ccc(Cl)cc2)CC1	5%	7%	i	-2%	10%	-1.4	76	-2%	-0.1%	-1%
COc1ccc(-c2csc(NC(=O)CCCc3nc4ccccc4c(=O)[nH]3)n2)cc1OC	·	·	·	-7%	·	1.3	70	11%	·	2%
O=C(NCc1ccco1)c1ccc(F)c(S(=O)(=O)N2CCCCC2)c1	-2%	-4%	i	·	-2%	-0.5	52	6%	0.5%	4%
COc1ccc2c(c1)-c1nc(/N=C/c3cccc(OC)c3O)sc1CC2	-20%	12%	i	23%	6%	0.1	38	?	0.2%	24µM*
O=S1(=O)NC(=NCC(c2ccco2)N2CCCCC2)c2ccccc21 (stereo not drawn)	5%	0%	i	-1%	8%	1.4	56	2%	-0.2%	9%
Nc1cc(Cl)nc(N/N=C/c2ccc([N+](=O)[O-])cc2)n1	2%	-7%	i	-1%	8%	0.4	35	3%	-0.2%	5%
COc1ccc(NS(=O)(=O)c2ccc3oc(SCc4ccc(F)cc4)nc3c2)cc1	6%	5%	i	-4%	23%	10	43	8%	1.0%	6%
CCCCCN(C(=O)NC(=O)Nc1ccc(C)cc1)S(=O)(=O)c1ccccc1	2%	0%	i	-1%	7%	-0.4	60	2%	0.1%	5%
COc1cccc(C(=O)OCC(=O)c2ccc(Br)s2)c1	6%	23%	·	-9%	-19%	0.1	53	3%	0.3%	2%
COc1ccc(-c2cc(=O)oc3cc(OCC(=O)N4CCOCC4)ccc23)cc1	0%	14%	·	-10%	6%	-0.1	46	16%	1.0%	5%
O=C(NCCc1cccs1)C1CC(c2cccc(F)c2)=NO1 (stereo not drawn)	-3%	2%	i	-1%	-6%	-1.1	54	14%	-0.1%	7%
Cc1cccc(CN2CCc3c(OCC(=O)NCc4ccco4)cccc3C2=O)c1	6%	-7%	i	-5%	-2%	-0.3	43	5%	-0.2%	9%
CCCCCCOc1ccc(C(=O)O)cc1C#N	16%	0%	i	1%	8%	-0.4	32	2%	0.1%	2%
Cc1c(C#N)c2ccccc2n1CC(=O)N1CCc2ccccc2C1	2%	-11%	i	4%	-4%	4.0	62	·	-0.1%	-1%
COCC(=O)N1CCC(Oc2ccc(C(=O)NCCc3ccncc3)cc2)CC1	18%	44%	i	4%	-6%	0.0	95	14%	-0.1%	8%
CC(=O)Nc1ccc(Nc2cc(C)nc3c(-c4ccc(Cl)cc4)cnn23)cc1	-3%	45%	i	-6%	18%	25	36	5%	0.4%	-5%
Cc1ccc(C(C)C)cc1S(=O)(=O)Nc1ccncc1	-1%	11%	·	-3%	2%	-0.9	51	3%	-0.1%	5%
CCOC(=O)N1CCN(C(=O)CS(=O)(=O)c2cn(Cc3ccc(Cl)cc3)c3ccccc23)CC1	14%	-5%	i	2%	3%	0.7	74	5%	-0.3%	3%
CC(=O)c1cc(CN2CCC(n3nccc3NC(=O)c3ccccc3)CC2)cs1	9%	-8%	·	1%	20%	-0.4	59	12%	-0.1%	9%
COc1ccc(C(=O)O/N=C(\N)Cc2ccc(Cl)c(Cl)c2)cc1OC	-30%	1%	i	-3%	4%	2.4	71	17%	-0.2%	10%
Cn1c(CN2CCOCC2)nnc1SCc1ccc(C#N)cc1	-2%	3%	i	-9%	5%	0.5	30	1%	0.3%	0%

An unsorted share of the library; any-hit rate near 1.7%.
